Screening results deposited in PubChem by National Center for Advancing Translational Sciences (NCATS).
Nrf2 inh: Nrf2 pathway inhibition; Potency, µM (top dose mostly 46 µM), without a hit: at the highest dose activity change, negative = inhibition, actives largely listed as inhibitors; 360,000 tested, 2.1% active; A549 ARE-Fluc reporter, luciferase luminescence, 18-24 h; also: % is scaled to controls: 0 for no effect and ±100 for the full control effect; nearly all actives have a fitted effect of over 60% in size
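Concentration-response testing used A549 ARE_Fluc cells at 5000 cells/well. Following an 18-24 h compound incubation, viability was read by fluorescence (Ex 405/Em 525) and luciferase output by luminescence.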
EPAC2 antag: antagonists of human EPAC2; EPAC2 GEF exchange of Rap1B-BODIPY-GDP, fluorescence; Potency, µM (highest dose often 114 µM), for the others: top-dose activity, negative = inhibition, actives largely listed as inhibitors; 360,000 tested, 0.18% active; also: % is scaled to controls: 0 for no effect and ±100 for the full control effect; nearly all actives have a fitted effect of over 45% in size; many of its hits are not listed in these tables
Target sequence (Q8WZA2 whole entry, looked up): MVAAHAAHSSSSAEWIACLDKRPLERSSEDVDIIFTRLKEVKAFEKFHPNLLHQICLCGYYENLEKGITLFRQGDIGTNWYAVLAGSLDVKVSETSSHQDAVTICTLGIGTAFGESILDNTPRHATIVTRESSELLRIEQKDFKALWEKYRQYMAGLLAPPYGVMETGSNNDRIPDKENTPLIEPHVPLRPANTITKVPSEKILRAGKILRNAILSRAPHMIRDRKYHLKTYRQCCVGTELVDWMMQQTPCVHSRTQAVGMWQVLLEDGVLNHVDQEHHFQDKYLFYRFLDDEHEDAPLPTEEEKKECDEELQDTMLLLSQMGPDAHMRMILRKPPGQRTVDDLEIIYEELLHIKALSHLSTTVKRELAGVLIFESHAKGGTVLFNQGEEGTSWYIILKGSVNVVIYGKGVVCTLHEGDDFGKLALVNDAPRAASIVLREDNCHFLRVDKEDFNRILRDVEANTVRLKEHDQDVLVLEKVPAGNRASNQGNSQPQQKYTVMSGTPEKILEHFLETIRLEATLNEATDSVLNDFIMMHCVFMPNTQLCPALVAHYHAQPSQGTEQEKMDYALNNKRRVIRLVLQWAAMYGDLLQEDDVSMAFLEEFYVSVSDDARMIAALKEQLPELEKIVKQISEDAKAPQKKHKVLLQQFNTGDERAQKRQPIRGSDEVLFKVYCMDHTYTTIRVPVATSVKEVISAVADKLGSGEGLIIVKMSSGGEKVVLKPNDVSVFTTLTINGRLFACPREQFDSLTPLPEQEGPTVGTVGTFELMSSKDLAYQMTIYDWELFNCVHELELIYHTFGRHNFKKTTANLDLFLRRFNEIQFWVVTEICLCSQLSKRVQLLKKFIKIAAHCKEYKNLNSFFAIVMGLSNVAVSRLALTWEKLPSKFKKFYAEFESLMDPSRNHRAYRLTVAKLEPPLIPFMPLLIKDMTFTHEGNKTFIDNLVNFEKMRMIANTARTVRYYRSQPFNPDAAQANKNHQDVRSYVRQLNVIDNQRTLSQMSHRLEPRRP
TGFb SMAD3 inh: blocks TGF-b signaling | HepG2 CAGA-GFP TGF-b/SMAD3 reporter, GFP fluorescence, 18 h; TGF-beta stimulated, 500 pg/mL final | Potency, µM (highest dose often 46.1 µM), for inactives: top-dose activity, negative = inhibition, usual class: inhibitors | 410,000 tested, 1.2% active; also: % is scaled to controls: 0 for no effect and ±100 for the full control effect; nearly all actives have a fitted effect of over 65% in size
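Inhibition was scored as loss of TGF-beta-induced (500 pg/mL final, 18 hours, 37 degrees C) GFP in HEPG2 cells carrying a CAGA-GFP reporter, in DMEM with 1% FBS. Well GFP was summed per cell; Activity was normalised to unstimulated and stimulated DMSO wells, then concentration-response fitting.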
HepG2 viability: HepG2 cytotoxicity, counter-screen for TGF-b inhibitors | HepG2 CAGA-GFP viability, ATP luminescence, 18 h | Potency, µM (highest dose often 46.1 µM), inactives show at the top dose activity change, negative = cytotoxicity, hits mostly cytotoxic | 410,000 tested, 0.76% active | AID 588856; also: some results filed as inactive show a strong effect at the top dose
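CellTiter-Glo luminescence gave cytotoxicity after 18 hours at 37 degrees C. The cells were HepG2 CAGA-GFP in 1% FBS DMEM, stimulated with 500 pg/mL TGF-beta after compound addition. %Activity was normalised to no-cell wells (complete cell-killing) and DMSO (no toxicity), and curves were fitted and classified.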
ATXN2 expr inh: inhibitors of ATXN2 expression; AID 1745845; 360,000 tested, 0.72% active; HEK-293 ATXN2-luciferase reporter, luminescence, 24 h; Potency, µM (series often up to 57 µM), for inactives: at the highest dose activity change, negative = inhibition, most hits filed as inhibitors; also: % is scaled to controls: 0 for no effect and ±100 for the full control effect; nearly all actives have a fitted effect of over 55% in size
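qHTS (up to 57 uM final) was run with 24 h compound exposure of reporter cells at 37 °C. Each well was multiplexed: SteadyGlo luminescence measured ATXN2-luciferase expression after a fluorogenic Gly-Phe-AFC viability readout (25 uM final).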
A549 tox: A549 cytotoxicity, counter-screen for Nrf2 inhibitors. A549 ARE-Fluc cells, CellTiter-Fluor viability, 18-24 h. Potency, µM (doses to about 46 µM), for inactives: at the top dose activity change, negative = cytotoxicity, hits mostly inhibitors. 390,000 tested, 0.16% active. AID 504648; also: % is scaled to controls: 0 for no effect and ±100 for the full control effect
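A549 ARE-Fluc cells in 5% FBS OPTI-MEM, 5000 cells/well, rested 2 h then exposed to compounds in concentration-response for 18-24 h at 37 °C. Viability by CellTiter-Fluor fluorescence (Ex 405/Em 525) after 30 min; luciferase luminescence (BugLite, 15 min, RT) read afterwards.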
S2 tox: reduces viability in counter-screen for ATXN expression inhibitors. Potency, µM (titrated, usually from 56.7 µM), usual class: cytotoxic. AID 651635. S2 cells (HEK-293 line with an ATXN2-luciferase reporter) viability, CellTiter-Fluor protease fluorescence, 24 h. 400,000 tested, 0.49% active; also: nearly all actives have a fitted effect of over 40% in size
Nrf2 ARE act: Nrf2 pathway activation | AREc32 ARE-luciferase reporter (MCF7-derived line), luminescence, 24 h | Potency, µM (series often up to 46.1 µM), for the others: top-dose activation, most hits filed as activators | 410,000 tested, 0.31% active; also: % of control where 0% means no effect; nearly all actives have a fitted effect of over 65% in size
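Each well held 1000 AREc32 cells, which were incubated with compound for 24 hr at 37 deg C after overnight attachment, and ARE reporter activity was quantified by firefly luciferase luminescence.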
MCF10A rerep: inducers of DNA re-replication in MCF 10A breast cells; Potency, µM (titrated, usually from 46.1 µM), without a hit: at the top dose activity, positive = re-replication, hits mostly activators; AID 624296; 350,000 tested, 2.9% active; MCF 10A DNA re-replication, Hoechst nuclear intensity, 48 h; also: % of control where 0% means no effect; nearly all actives have a fitted effect of over 50% in size
The depositor's hits bear a star; i = inactive; ? = inconclusive; . = not tested or not shown; & = joins results of further samples; [ ] = remark or other dose. Calls follow the shape of the dose curve; as a rule, active = well fitted curve in the direction sought with a large enough effect; inconclusive = small, poorly fitted or top-dose-only effect, or another doubt; inactive = no such curve, though single readings can be large; an effect the other way counts as inactive or inconclusive. Potency is read from the fitted curve at half-maximal effect.

SMILES | Nrf2 inh | EPAC2 antag | TGFb SMAD3 inh | HepG2 viability | ATXN2 expr inh | A549 tox | S2 tox | Nrf2 ARE act | MCF10A rerep
O=C(NCc1ccco1)c1cc(-c2ccccn2)nc2ccccc12 | 7% | 1% | 0% | -1% | -8% | 9% | i | 18% | 5%
Nc1ccc(C(=O)N2N=C(c3ccccc3)CC2(O)C(F)(F)F)cc1 (configuration not stated) | 5% | -19% | -27% | -22% | 2% | 1% | i | 3.9% | -3%
Cc1csc(-c2cnn(-c3ccccc3)c2NC(=O)c2ccc(C(F)(F)F)cc2)n1 | ? | -16% | -20% | -21% | 6% | -9% | i | 4.3% | 1%
Cc1ccc(Nc2nc3ccccc3nc2-n2nc(C)cc2C)cc1 | -21% | 18% | 2% | 1% | -6% | 0% | i | -1.1% | ?
COc1ccc(NS(=O)(=O)c2cc(NC(=O)c3cc(F)c(F)c(F)c3F)ccc2N2CCCC2)cc1 | 7% | 2% | 5% | -16% | 0% | 1% | ? | 7.1% | ?
CC(=O)Nc1nc(C)c(C(C)C)s1 | 3% | 1% | -7% | -3% | 13% | 0% | i | 15% | -12%
COC(=O)C1CCN(c2c([N+](=O)[O-])cc(C(F)(F)F)cc2[N+](=O)[O-])CC1 | -3% | -2% | 3% | 8% | 5% | -3% | i | 0.2% | -10%
COc1cc(Cl)c(C)cc1NC(=O)c1cn(CC(C)C)c(=O)c2cc(OC)c(OC)cc12 | -6%[9.27 µM] | . | -2% | 2% | 6% | -2% | i | -0.4% | .
O=C1c2cccc3cccc(c23)C(=O)N1CCO | . | 4% | 2% | -1% | . | . | i | 0.8% | .
CCN(CC)CCCNC(=O)C1CCC(CNS(=O)(=O)c2c(C)cc(C)cc2C)CC1 (configuration not stated) | 0% | 4% | -1% | -17% | -1% | 0% | i | -0.6% | 21µM*
CC1CCCN(C(=O)CCS(=O)(=O)c2cc3c(cc2Cl)NC(=O)CO3)C1 (configuration not stated) | 0%&23% | 0% | -1%&14% | 6%&-3% | -1%&10% | 7%&9% | i | -0.6%&-1.4% | 18%
CCN(CC)C(=O)c1[nH]cnc1C(=O)Nc1ccc(OC)cc1 | 9% | 48%[activator] | 4% | 14% | -1% | 16% | i | 0.1% | -20%

Overlap with the part before: five entries; new compounds follow.
SMILES | Nrf2 inh | EPAC2 antag | TGFb SMAD3 inh | HepG2 viability | ATXN2 expr inh | A549 tox | S2 tox | Nrf2 ARE act | MCF10A rerep
COc1cc(Cl)c(C)cc1NC(=O)c1cn(CC(C)C)c(=O)c2cc(OC)c(OC)cc12 | -6%[9.27 µM] | . | -2% | 2% | 6% | -2% | i | -0.4% | .
O=C1c2cccc3cccc(c23)C(=O)N1CCO | . | 4% | 2% | -1% | . | . | i | 0.8% | .
CCN(CC)CCCNC(=O)C1CCC(CNS(=O)(=O)c2c(C)cc(C)cc2C)CC1 (configuration not stated) | 0% | 4% | -1% | -17% | -1% | 0% | i | -0.6% | 21µM*
CC1CCCN(C(=O)CCS(=O)(=O)c2cc3c(cc2Cl)NC(=O)CO3)C1 (configuration not stated) | 0%&23% | 0% | -1%&14% | 6%&-3% | -1%&10% | 7%&9% | i | -0.6%&-1.4% | 18%
CCN(CC)C(=O)c1[nH]cnc1C(=O)Nc1ccc(OC)cc1 | 9% | 48%[activator] | 4% | 14% | -1% | 16% | i | 0.1% | -20%
O=C(CSc1nc2c([nH]c3ccccc32)c(=O)n1-c1ccc(F)cc1)N1CCc2ccccc21 | . | . | -15% | -3% | 1% | 3% | i | 2.4% | .
COC(=O)c1ccccc1NC(=O)[C@@H]1CCC(=O)N1C1OC(=O)c2c1ccc(OC)c2OC (some centres not stated) | 8% | 3% | -1% | 12% | 9% | 8% | i | -1.1% | ?
COC(=O)c1c(-c2ccc(F)cc2)noc1N | -17% | 1% | -11% | 10% | 21% | 11% | i | 4.9% | ?
S=C(Nc1ccc2nsnc2c1)NC1CCCCC1 | 21% | -4% | -7% | -3% | 48%[activator] | -3% | i | 2.4% | -37%[inhibitor]
Cc1ccc(-n2c(C)cc(/C=N/NC(=O)c3ccncc3)c2C)cc1C | 6% | -10% | -18% | -16% | -4% | 1% | i | 0.6% | 2%
CCOC(=O)C1(N(CC)CC)Sc2cc(C)ccc2NC1=O (configuration not stated) | -20% | -2% | ? | -42% | 63%[activator] | -9% | i | -0.2% | ?
COc1ccc(CNC(=O)C(=O)NCC2OCCN2S(=O)(=O)c2ccc(OC)cc2)cc1 (configuration not stated) | -18% | 12% | -20% | -9% | 8% | -7% | i | 2.5% | 1%
COc1ccc(C)cc1S(=O)(=O)N1CCCC(C(=O)N2CCN(c3ccccc3)CC2)C1 (configuration not stated) | 26µM* | 1% | ? | -1% | ? | 1% | i | -0.6% | 12%
CCc1ccc(S(=O)(=O)c2cnc(SCC(=O)Nc3ccc(OC)cc3OC)[nH]c2=O)cc1 | 5%[9.27 µM] | . | 3% | -9% | 5% | 16% | i | -0.1% | .
Cc1noc(NS(=O)(=O)c2ccc(N3C(=O)c4ccccc4C3=O)cc2)c1C | 12% | 1% | -8% | -2% | 2% | -9% | i | 0.3% | 4%
Cc1ccc2oc(-c3ccc(C)c(NC(=O)c4ccc5c(c4)OCCO5)c3)nc2c1 | 0% | . | 8% | 3% | 4% | -2% | ? | -0.3% | .
Cc1cccc(NS(=O)(=O)c2ccc3c(c2)[C@H]2C=CC[C@H]2[C@@H](c2ccc(F)cc2)N3)c1 | 18µM* | . | ? | -6% | -4% | -15% | i | 1.0% | .
CN(C)C(=O)c1nnc(Cc2ccc(Cl)cc2)o1 | 5% | 3% | 2% | 6% | -4% | 6% | i | -0.1% | 7%
CSc1ccccc1NC(=O)COc1ccccc1C | ? | ? | 13% | 6% | 69%[activator] | 6% | i | 9.2% | ?
O=C(CNC(=O)c1ccc(-c2ccccc2)cc1)Nc1ccc(S(=O)(=O)Nc2ncccn2)cc1 | 0% | -2% | -11% | 2% | . | 0% | i | -0.9% | -3%
C/C(CC(=O)Nc1ccc(N(C)C)cc1)=N\NC(=O)c1ccccc1O | ? | 2% | -29% | -31% | -21% | -23% | i | 3.3% | ?
O=C(NCCN1CCN(Cc2ccccc2)CC1)c1ccc(CS(=O)(=O)c2ccc(Br)cc2)o1 | 2% | 6% | -5% | -31% | -27% | 3% | i | 0.2% | 8%
CC1C(=O)N(Cc2cn(CC3CCCCC3)nn2)CCS(=O)(=O)N1Cc1ccc(-c2ccncc2)cc1 (configuration not stated) | . | 0% | -26% | -43% | -11% | . | i | 13% | .
CC(=O)Nc1cccc(C(=O)/C=C/c2ccc(F)cc2)c1 | -4% | -7% | ? | 13µM* | ? | 3% | ? | -1.3% | 9.2µM*
COc1ncnc2c1oc1nc(CC(C)C)c3c(c12)CC(C)(C)OC3 | ? | 10% | 5% | -10% | -7% | 7%[1.84 µM] | i | -0.1% | -12%
Nc1nc(CSc2ccccc2)nc(N2CCCCC2)n1 | ? | ? | -9% | -8% | 39%[activator] | 10% | i | 2.1% | 7%
CCCNC(=O)Cn1cnc2sc(C(=O)N3CCN(Cc4ccc5c(c4)OCO5)CC3)c(C)c2c1=O | -1% | 15% | 1% | -24% | -4% | -1% | i | 0.0% | -3%
CCn1nnnc1SCC(=O)Nc1nc(C)c(C)s1 | 10% | -4% | -7% | -6% | 28% | -5% | i | 1.8% | 4%
C=CCN1C(=O)/C(=N/n2cnnc2)c2ccccc21 | 4% | 4% | 0% | -2% | 9% | -10% | i | 3.4% | 1%
Cc1ccc(C)c(CN2CCC(CNC(=O)Nc3ccc(Cl)cc3)CC2)c1 | 11% | 2% | 0% | 2% | 12% | 0% | i | 0.1% | 2%
CCSc1nnc(-c2cccnc2)n1-c1ccc(C)c(Cl)c1 | . | 2% | -20% | -5% | -10% | 2% | i | -0.1% | -7%
Cn1c(-c2ccc3nc(N)sc3c2)nc2cc(N)ccc21 | 3% | -1% | -15% | -12% | 24% | -1% | ? | 1.0% | 12%
COc1cc(/C=N/NC(=O)Cn2cnc3c2c(=O)n(C)c(=O)n3C)cc(OC)c1OC | 1% | 2% | -15% | 4% | 16% | -10% | i | -0.3% | 16%
CCN(c1cccc(C)c1)S(=O)(=O)c1cc(Br)cc2c1N(C(C)=O)C(C)C2 (configuration not stated) | -14%[9.27 µM] | . | ? | -14% | ? | 0% | ? | -1.2% | .
CCOc1ccc(-n2c(CC)nc3c(cnn3-c3ccc(Cl)cc3)c2=O)cc1 | ? | . | -15% | -4% | 3% | 4% | i | -0.9% | .
N#CCCN(C(=O)COC(=O)c1ccc(S(=O)(=O)N2CCOCC2)cc1)c1ccccc1 | 29% | 11% | -4% | -5% | 6% | 1% | i | 0.1% | -16%
CC1CCCCN1CCCNc1ccc(C(CC(N)=O)NC(=O)Cc2ccc(Br)cc2)cc1[N+](=O)[O-] (configuration not stated) | 3% | 10% | ? | 4% | 6% | -5% | ? | 0.0% | 22%
COCCNC(=O)c1ccc2c(=O)n(Cc3ccco3)c(SCC(=O)NC3CCCC3)nc2c1 | 0% | 1% | -3% | -3% | 4% | 3% | ? | 0.1% | 0%
CCOC(=O)Cn1c(=O)n(Cc2ccco2)c(=O)c2ccc(C(=O)NCCc3ccccc3)cc21 | -7% | -3% | -7% | -12% | 0% | -10% | ? | -0.5% | ?
CC1CCCC(NC(=O)CN2C(=O)NC(Cc3c[nH]c4ccccc34)C2=O)C1C (configuration not stated) | -6% | -1% | 1% | 15% | -6% | 0% | i | 0.6% | 10%
NC(=O)NCc1ccc(C(=O)OCc2ccncc2)cc1 | -14% | 11% | ? | -10% | 2% | -3% | i | -0.7% | -1%
CCN(Cc1ccccc1)C(=O)CN1C(=O)c2ccccc2S1(=O)=O | 2% | 2% | 2% | 3% | 3% | -2% | i | -0.3% | -1%
C[C@@H](Nc1nc(Cl)nc2nc[nH]c12)c1ccccc1 | ? | . | -10% | -16% | . | 4% | . | . | .
COc1ccc(-n2ncc(C(=O)Nc3ccc(C)cc3Cl)c2C2CCN(C(=O)OC(C)(C)C)CC2)cc1 | -30% | . | 0% | -5% | . | -10% | . | -1.3% | .

This is a subset; rates above refer to the full screens.
